Source: PubChem BioAssay
miR122 inh = miR-122 inhibition in Huh7 cells; Huh7 miR-122 Renilla luciferase sensor, 48 h; neutral wells = 0, positive control = 100; activation (reporter increase), % at 12.5 µM; 340,000 tested, 0.3% active;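 active means mean replicate activation score at least 90 and every replicate individually at or above 90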;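 further: higher luciferase means less miR-122 activity so hits act as miR-122 inhibitors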
PglD inh = inhibitors of Campylobacter jejuni PglD acetyltransferase; 360,000 tested, 0.098% active; AID 602405; purified PglD enzyme, DTNB colorimetric CoA detection; inhibition, % at 12.5 µM; in the data active means inhibition above about 16%, passing the limit was not always enough; further: strong numbers were not always called active
FN deposition inh = fibronectin deposition inhibition. AH1F fibroblasts, Alexa488-fibronectin deposition fluorescence, overnight. inhibition, % at 12.6 µM. 350,000 tested, 0.086% active. AID 743247;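 active means mean inhibition across replicates of 30% or more, regardless of how many single replicates reach that level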;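 further: positive control wells lacked labelled fibronectin entirely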
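Material: AH1F fibroblasts assembling fluorescent fibronectin matrix; amount: 10000 AH1F cells/well; medium: DMEM, 2% serum; reagent: Alexa488-fibronectin, 24 nM final in well; dosing: single compound dose, delivered by pin transfer; incubation: 1 h adhesion, overnight exposure; detection: fluorescence after three HBSS washes, excitation 485 nm, emission 525 nm; measure: fibronectin deposition inhibition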
Cneo AK release = causes C. neoformans cell lysis | adenylate kinase release luminescence, 4 h; normalised: neutral wells 0, clomiphene wells 100 | lysis activity, % at 15 µM | 360,000 tested, 0.2% active;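 active means mean lysis activity across replicates of at least 80%, whatever share of replicates individually reach that level; inactive means mean lysis activity below 80%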
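Assay system: log-phase C. neoformans yeast / Quantity: yeast cell density of 5 × 10^6 cells/mL / Medium: fresh YPD growth medium / Compound: single dose / Timing: static 4 h at 37 °C with compound, 1 h detection / Measured by: adenylate kinase release luminescence / Read-out: lysis from increased AK signal / Benchmarks: Clomiphene as positive lysis control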
C2C12 statin = protects C2C12 myotubes from simvastatin toxicity | ATP luminescence, 48 h; scaled: DMSO 0, geranylgeraniol control 100 | rescue of ATP level, % at 7.49 µM | 330,000 tested, 0.78% active | AID 602340;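 active means mean ATP rescue above about 67%, or every replicate alone reaching that limit, limit read from the data, passing the limit was not always enough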;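 further: myotubes were challenged with 10 µM simvastatin during compound exposure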
PGC1a acetyl inh = lowers PGC1a acetylation signal in U2OS cells. AlphaScreen anti-acetyl-lysine; with virally co-expressed GCN5 acetyltransferase. inhibition, % at 15.6 µM. 350,000 tested, 0.17% active;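 active means every replicate shows inhibition of at least 40%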;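 further: 0% = neutral control wells and 100% = positive control wells; some results beyond the cut were filed as inactive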
CFTR F508del cor = correctors of CFTR F508del function in bronchial epithelial cells; CFBE cells, YFP halide quenching; stimulated with forskolin plus potentiator P3; % fluorescence drop versus neutral controls; activity (quench increase), % at 7.58 µM; 350,000 tested, 0.36% active; AID 720511;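 active means mean added fluorescence quench of at least 8% versus neutral control, with both replicates also reaching 8%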;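 further: cells transiently co-express mutant CFTR-F508del with the halide-sensitive YFP; corrector assay measuring rescue of mutant channel to the surface after 24 h compound exposure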
GSIS activator = primary screen for activators of insulin secretion dependent on glucose, INS-1E cells, GLuc reporter luminescence; AID 743287; INS-1E GLuc reporter insulin secretion, 2-3 h; activation, % at 16.6 µM; 370,000 tested, 0.61% active;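 active means lowest replicate activation of at least 40%, so every replicate reaches that level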;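 further: 0% = median of neutral control wells and 100% = median of IBMX positive control wells; some compounds called inactive have numbers as strong as hits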
The depositor's hits bear a star; / = not tested or not shown; & = joins results of further samples; [ ] = remark or other dose. No enrichment for hits; any-hit rate near 2.1%.

SMILES	miR122 inh	PglD inh	FN deposition inh	Cneo AK release	C2C12 statin	PGC1a acetyl inh	CFTR F508del cor	GSIS activator
Cc1cc(SC(C)C(=O)Nc2ncc(Cl)cc2Cl)nc2ccccc12 (stereo unspecified)	1.7	-4.8	3.0	-5.6	/	-4.5	/	/
O=C(NC1CC1)C1CCN(C(=O)c2ccccc2Cl)CC1	/	-1.7	6.3	-2.9	21.4	/	0.1	6.4
O=C(Oc1ccc2c3c(c(=O)oc2c1)CCC3)c1ccco1	3.8	-0.8	/	-2.1	-10.2	-8.4	1.1	6.1
Cc1ccc(-c2nnc(N3CCN(S(C)(=O)=O)CC3)c3ccccc23)cc1	-4.3	-0.6	4.0	-0.1	-11.4	-13.5	/	/
CNS(=O)(=O)c1cccc(C(=O)OCC(=O)N2CCc3ccccc3C2)c1	7.8	3.1	4.0	5.2	11.0	/	/	/
Cc1cccc(NCC(O)Cn2cnc3c2c(=O)n(C)c(=O)n3C)c1 (stereo unspecified)	-1.4	-0.5	/	-3.0	-1.6	7.7	/	/
O=C(C[C@@H]1C=C[C@H](NC(=O)C2CC2)[C@@H](CO)O1)NCc1ccncc1	/	1.4	3.4	-2.4	-5.8	0.4	1.7	5.3
CCC(=O)NC(c1ccccc1)c1nc2ccccc2[nH]1 (stereo unspecified)	6.0	1.8	-18.9	-0.6	2.8	8.8	/	/
CCc1ccc(NC(=O)CSc2nnc(C)c(=O)n2N)cc1	-8.3	-5.4	/	1.5	/	-2.2	2.5	-9.6
CCC(C)Sc1nnc(Cc2cc(=O)[nH]c(=O)[nH]2)n1-c1ccc(F)cc1 (stereo unspecified)	-1.3	4.6	-11.3	1.2	-0.1	5.8	-3.0	5.0
COC(=O)C1=C2CC[C@H](CO)NC(=O)N[C@H](Cc3ccccc3)C(=O)NCc3cn(nn3)C[C@H](Cc3ccccc3)NC(=O)c3oc(c(C(=O)OC)c3C(=O)OC)CC[C@H](CO)NC(=O)N[C@H](Cc3ccccc3)C(=O)NCc3cn(nn3)C[C@H](Cc3ccccc3)NC(=O)C(=C1C(=O)OC)O2	/	-2.1	/	4.7	/	-3.1	0.1	/
O=C(N[C@@H]1CC[C@H](CCNS(=O)(=O)c2cccc(Cl)c2)O[C@@H]1CO)c1ccc(F)cc1	/	0.3	-2.6	12.4	-3.0	-18.5	-1.4	0.5
C[C@H]1CCCCO[C@H](CN(C)C(=O)Cc2ccccc2)[C@@H](C)CN([C@@H](C)CO)C(=O)c2cc(NS(=O)(=O)c3ccc(F)cc3)ccc2O1	-1.2[16.7 µM]	-2.2	/	9.1	/	6.5	0.9	-16.9
Cc1cc(C)n2nc(C(=O)OCC(=O)Nc3ccc(Cl)cc3)nc2n1	-0.4	5.1	/	-0.7	1.1	/	1.1	-9.1
CCOC(=O)Cn1c(=N)n(CCOc2ccc3ccccc3c2)c2ccccc21	6.9	-0.9	-16.5	2.0	/	0.7	/	-5.1
C[C@H](CO)N1C[C@H](C)[C@@H](CN(C)C(=O)Nc2ccc(F)cc2)OCCCC[C@H](C)Oc2ccc(NS(=O)(=O)c3ccccc3)cc2C1=O	-5.2[16.7 µM]	-3.0	/	-4.4	/	4.5	-1.1	-3.7
COC(CNC(=O)c1ccc2c(=O)n(Cc3ccc(Cl)cc3)c(=S)[nH]c2c1)OC	/	-1.9	2.1	-0.3	3.3	/	2.4	/
CCCCC(=O)Nc1ccc(C(=O)Nc2nnc(COC)s2)cc1	-3.8	-3.9	/	-0.3	-5.6	5.0	2.1	25.5
Cc1ccc(S(=O)(=O)N[C@@H]2C=C[C@H](CC(=O)N3CCN(c4ccccc4)CC3)O[C@@H]2CO)cc1	/	-3.4	-3.5	-1.7	-7.7	3.6	-0.4	2.0
O=C(COC(=O)c1ccc(S(=O)(=O)N2CCCC2)cc1)Nc1ccc(N2CCOCC2)cc1	-6.9	/	-1.9	/	/	5.9	-0.1	19.6
CO[C@@H]1CN(C)C(=O)c2cc(NC(=O)Nc3ccccc3)ccc2OC[C@@H](C)N(C(=O)CN(C)C)C[C@H]1C	4.3[16.7 µM]	-1.6	3.1	8.3	-15.9	-10.0	-0.3	-6.2
C[C@@H]1CN([C@H](C)CO)C(=O)c2cc(NC(=O)NC3CCCCC3)ccc2O[C@@H]1CN(C)C(=O)NC1CCCCC1	2.3[16.7 µM]	5.6	/	-2.4	2.6	-9.1	0.6	1.4
O=C(Cn1cc(COc2ccc(Cl)c(Cl)c2)nn1)NS(=O)(=O)c1ccccc1C(F)(F)F	0.8	-3.3	2.0	-3.3	-5.0	6.6	0.4	24.6
NS(=O)(=O)c1ccc(NC(=O)COc2cccc3ccccc23)cc1	-5.6	-0.7	1.4	0.3	-1.4	/	-1.0	-1.3
CCOc1ccccc1Nc1cc(C)c2cccc(C)c2n1	11.7	-1.1	2.6	4.2	-6.1	-12.4	3.9	/
CCn1ncc(/C=C/C(=O)NCc2cn(C)nc2C)c1C	/	0.3	/	0.5	5.0	-4.1	/	28.9
CCCN(C)C[C@H]1Oc2cc(C#Cc3ccc(F)cc3)ccc2S(=O)(=O)N([C@H](C)CO)C[C@@H]1C	4.4	-0.6&0.6&-0.7	-5.8&11.7	-0.1&6.5&7.5	8.0&-4.9&-6.6	-0.5&-3.7&2.9	-0.8&-1.7&-0.9	3.9&-0.7
CCN(C(=O)CSc1cccc[n+]1[O-])c1ccccc1	-9.0	-5.4	-26.8	-0.2	12.8	7.6	2.5	-1.4
CC1(C)Cc2cccc(OCC(=O)NCc3ccc(F)cc3)c2O1	-1.1	6.2	7.3	-0.3	-0.4	-5.8	4.7	28.3
CNC[C@@H]1Oc2c(NS(=O)(=O)c3cccs3)cccc2C(=O)N([C@@H](C)CO)C[C@H]1C	-3.1[16.7 µM]	-27.2	-3.6	86.5*	6.4	-5.5	-3.0	12.4
CCOC(=O)C1=C(C)NC(=O)NC1/C=C\c1ccccc1 (stereo unspecified)	-2.0	-7.5	0.9	-3.4	11.9	-11.5	-1.3	8.4
CCCOc1ccc(C(=O)Nc2ccc(S(=O)(=O)Nc3onc(C)c3C)cc2)cc1	-2.3	/	-18.2	/	-8.3	6.7	1.1	11.8
O=C(COc1nc2ccccc2nc1N1CCOCC1)N1CCc2ccccc21	-2.4	4.2	/	-2.3	/	1.3	/	/
CCN(CC)C(=O)CSc1ncnc2c1nnn2-c1ccc(F)cc1	-7.7	-1.2	/	-0.7	-8.5	9.6	/	/
Cc1cc(C(=O)COC(=O)C(C)NC(N)=O)c(C)n1Cc1ccco1 (stereo unspecified)	/	/	-15.0	/	/	2.0	-1.3	-4.8
COc1ccc(C(=O)NC2CC2)cc1OC1CCN(Cc2ccc(F)cc2F)CC1	-7.0	2.8	-6.0	-1.3	1.9	20.7	0.4	1.0
O=C(NNC(=O)c1cc(-c2ccccc2)nc2ccccc12)Nc1cccc(Cl)c1	78.2	5.3	/	-5.1	-15.8	0.3	/	/
COc1cc(C(=O)NCCC2=CCCCC2)cc(OC)c1OC	3.7	-2.5	7.5	0.8	-5.5	-17.4	/	/
CN(C)C(=O)C[C@@H]1CC[C@@H]2[C@H](COC[C@@H](O)CN2CC2CCCCC2)O1	-2.3[16.7 µM]	-4.5	0.2	-1.8	-33.8	-5.0	-2.4	9.5
CCOC(=O)N/N=C\c1sccc1C	2.1	/	/	3.9	/	-10.9	0.8	0.0
CNc1nc2c(c(=O)n(C)c(=O)n2C)n1CCCc1ccccc1	-6.9	-5.8	-13.2	4.2	3.8	-2.4	-1.7	-5.0
CN(C)CCCNC(=O)C[C@H]1CC[C@@H]2[C@H](COc3ccc(NC(=O)c4ccccc4F)cc3C(=O)N2C)O1	25.6[16.7 µM]	-3.0	-3.2	-3.7	31.8	2.0	-0.1	16.0
Cc1noc(C)c1NC(=O)N(C)C[C@H]1OCCCC[C@@H](C)Oc2ccc(NS(=O)(=O)c3ccc(F)cc3)cc2C(=O)N([C@H](C)CO)C[C@@H]1C	9.1[16.7 µM]	-1.2	0.1	-0.4	-1.4	/	0.5	20.8
C=CCN1C2CCCC1CC(NC(=S)Nc1cccc(OC)c1)C2 (stereo unspecified)	-2.0	/	-1.7	/	/	17.3	1.4	14.2
O=C1CCN(C(=O)Cc2ccccc2)c2ccccc21	4.0	4.4	-9.7	-0.8	15.6	4.6	3.7	8.0
CCCC(O)C#Cc1cnc2c(c1)C(=O)N([C@H](C)CO)C[C@H](C)[C@H](CN(C)S(=O)(=O)c1ccc(C)cc1)O2 (stereo partly specified)	8.6[16.7 µM]	5.6	/	-0.3	-2.4	-12.2	0.2	-7.6
CN(c1ccc(C(=O)N2CCCCC2)cc1)S(=O)(=O)c1cccs1	2.1	5.6	8.8	0.2	-27.0	/	-3.4	-11.2
Cc1ccc(S(=O)(=O)N(C)C[C@H]2Oc3c(NC(=O)c4cc(C)nn4C)cccc3C(=O)N([C@@H](C)CO)C[C@@H]2C)cc1	-1.5[16.7 µM]	3.5	/	-5.6	-24.7	1.7	1.1	6.7
CC(C)NC(=O)N(C)C[C@@H]1Oc2ccc(NS(=O)(=O)c3cn(C)cn3)cc2C(=O)N([C@H](C)CO)C[C@@H]1C	-5.8[16.7 µM]	1.4	-6.1	-5.8	/	-4.2	0.6	-1.7
CC(=O)c1cccc(-n2c(CCC(=O)O)ccc2-c2ccc(C)cc2)c1	-0.8	-1.1	/	0.2	-6.1	-3.9	/	-25.2
N/N=C(\c1ccccc1)c1cc(Br)ccc1N	-2.3	0.7	-5.1	-0.4	-1.7	-6.2	0.0	12.9
CCn1cc(C(=O)NCc2cccc(F)c2)c(=O)c2cc(F)c(N3CCN(C(=O)c4ccco4)CC3)cc21	-7.1	-2.1	/	-4.6	78.7*	3.1	/	/
CC(C)(C)c1ccc(-c2nc(C=O)c3ccccn23)cc1	-5.5	/	-3.9	/	-22.3	15.0	/	-12.8
O=C(NCc1ccccn1)C(=O)NCC(c1ccco1)N1CCOCC1 (stereo unspecified)	/	/	-1.4	/	/	7.6	0.5	0.2
CN(C)CCNC(=O)Cn1ccc2cc(S(=O)(=O)N3CCCCCC3)ccc21	/	-2.6	21.2	-0.1	-8.3	/	-0.5	2.2

Profiles, looked up by structure. Order of screens: miR122 inh	PglD inh	FN deposition inh	Cneo AK release	C2C12 statin	PGC1a acetyl inh	CFTR F508del cor	GSIS activator
Entry for CN(C)CCCNC(=O)C[C@H]1CC[C@@H]2[C@H](COc3ccc(NC(=O)c4ccccc4F)cc3C(=O)N2C)O1 : 25.6[16.7 µM]	-3.0	-3.2	-3.7	31.8	2.0	-0.1	16.0
Entry for CN(C)CCNC(=O)Cn1ccc2cc(S(=O)(=O)N3CCCCCC3)ccc21 : /	-2.6	21.2	-0.1	-8.3	/	-0.5	2.2
Entry for O=C1CCN(C(=O)Cc2ccccc2)c2ccccc21 : 4.0	4.4	-9.7	-0.8	15.6	4.6	3.7	8.0
Entry for CCCC(O)C#Cc1cnc2c(c1)C(=O)N([C@H](C)CO)C[C@H](C)[C@H](CN(C)S(=O)(=O)c1ccc(C)cc1)O2 (stereo partly specified) : 8.6[16.7 µM]	5.6	/	-0.3	-2.4	-12.2	0.2	-7.6
Entry for N/N=C(\c1ccccc1)c1cc(Br)ccc1N : -2.3	0.7	-5.1	-0.4	-1.7	-6.2	0.0	12.9
